Bioassay records as filed in PubChem BioAssay.
ADAM10 inh: inhibitors of human ADAM10. O14672. recombinant ADAM10, EDANS/DABCYL FRET peptide cleavage, 3 h. inhibition, % at 7 µM. actives 0.62% (n = 370,000);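 active means inhibition above a per-campaign cutoff equal to the mean of compounds falling between control-based bounds plus 3 SD, cut at about 20% in these data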;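 further: 0% = DMSO wells while the 100% control is not disclosed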
DAX1 inh-1: NR0B1 (DAX1) inhibition. HEK293 Gal4-DAX1 luciferase reporter, luminescence. inhibition, % at 6.75 µM. actives 0.99% (n = 340,000). AID 504766. P51843;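 active means inhibition above the mean over all tested compounds plus 3 SD, cut at about 4.2% in these data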;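 further: 0% = DAX1-transfected cells with DMSO and 100% = empty-vector control cells with DMSO; inhibition shows as a rise in luminescence from relieved DAX1 repression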
ssDAF-12 act: activates DAF-12 receptor from parasite S. stercoralis; HEK293 ssDAF-12/GRIP1 lit1-tk-luc reporter, luminescence; % of 3 µM dafachronic acid response; activation, % at 6.8 µM; actives 1% (n = 370,000);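 active means activation above the mean over all tested compounds plus 3 SD, cut at about 0.9% in these data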;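 further: 0% = DMSO-only wells and 100% = 3 µM delta7-dafachronic acid wells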
sPLA2-III inh: Blocks human group III sPLA2 activity | Q9NZ20 | AID 743126 | inhibition, % at 12.2 µM | actives 0.56% (n = 370,000) | QFRET BODIPY PC-A2 liposome hydrolysis, fluorescence;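 active means inhibition above mean plus 3 SD of compounds lying within the high and low control bounds, cut at about 19% in these data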;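 further: 0% = median of test compound wells and 100% = no enzyme DMSO wells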
PLCb3 inh: PLC-beta3 (human) inhibition, primary screen; Q01970; Purified PLC-beta3, fluorogenic substrate, fluorescence; inhibition, % at 12.2 µM; actives 0.18% (n = 370,000); AID 720704; in the data active means inhibition above about 11%;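 further: 0% = median of compound wells on plate and 100% = full blocker control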
GAA850 FXN act: increases GAA850 frataxin promoter reporter activity | activation, % at 6 µM | HEK293 lucGAA850 FXN promoter luciferase reporter, 24 h; percent of 10 µM SAHA response | actives 0.56% (n = 360,000);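 active means activation above the average of all compounds screened plus 3 SD, cutoff fixed separately per campaign, cut at about 7.5% in these data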;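 further: 0% = DMSO wells and 100% = 10 µM SAHA wells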
DAX1 inh-2: DAX1 (NR0B1) inhibition, primary screen; HEK293T StAR-luciferase reporter, SF-1/DAX-1 repression relief; inhibition, % at 6.8 µM; actives 1.1% (n = 370,000); AID 652010;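 active means inhibition above the mean over all tested compounds plus 3 SD, cut at about 3.6% in these data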;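 further: 0% = DAX-1 cells with DMSO and 100% = cells lacking DAX-1 with DMSO; higher inhibition means more luminescence from relief of DAX-1 repression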
hgDAF12 agonist: agonists of H. glycines DAF-12 nuclear receptor; HEK293 GAL4-hgDAF12 UAS-luciferase reporter, agonist luminescence; normalized to butyrate control; activation, % at 6.8 µM; actives 1.8% (n = 370,000);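 active means activation above a cutoff set at the mean of all screened compounds plus 3 SD, cut at about 10% in these data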;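 further: 0% = DMSO wells and 100% = sodium butyrate wells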
hcDAF12 agonist: activators of H. contortus DAF-12 nuclear receptor | HEK293 hcDAF-12 lit1-tk-luc reporter, luminescence; 0% DMSO, 100% Δ7-dafachronic acid | activation, % at 6.8 µM | actives 1.4% (n = 370,000);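 active means activation above the mean of all tested compounds plus 3 SD, cut at about 5.5% in these data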;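 further: 100% = response to 3 µM Δ7-dafachronic acid high control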
ADAM17 inh: inhibits human ADAM17 | P78536 | recombinant ADAM17, EDANS/DABCYL FRET peptide cleavage | inhibition, % at 6.95 µM | actives 0.83% (n = 370,000) | AID 720648;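 active means inhibition above the mean of compounds lying between control limits plus 3 SD, set per campaign, cut at about 8.5% in these data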;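 further: 0% = DMSO-only wells as the low control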
PLCg1 inh: inhibitors of human phospholipase C gamma1 | P19174 | purified PLC-gamma1, fluorogenic substrate, fluorescence | inhibition, % at 12.2 µM | actives 0.84% (n = 370,000); in the data active means inhibition above about 9.5%
Target sequence (P19174 whole entry, looked up): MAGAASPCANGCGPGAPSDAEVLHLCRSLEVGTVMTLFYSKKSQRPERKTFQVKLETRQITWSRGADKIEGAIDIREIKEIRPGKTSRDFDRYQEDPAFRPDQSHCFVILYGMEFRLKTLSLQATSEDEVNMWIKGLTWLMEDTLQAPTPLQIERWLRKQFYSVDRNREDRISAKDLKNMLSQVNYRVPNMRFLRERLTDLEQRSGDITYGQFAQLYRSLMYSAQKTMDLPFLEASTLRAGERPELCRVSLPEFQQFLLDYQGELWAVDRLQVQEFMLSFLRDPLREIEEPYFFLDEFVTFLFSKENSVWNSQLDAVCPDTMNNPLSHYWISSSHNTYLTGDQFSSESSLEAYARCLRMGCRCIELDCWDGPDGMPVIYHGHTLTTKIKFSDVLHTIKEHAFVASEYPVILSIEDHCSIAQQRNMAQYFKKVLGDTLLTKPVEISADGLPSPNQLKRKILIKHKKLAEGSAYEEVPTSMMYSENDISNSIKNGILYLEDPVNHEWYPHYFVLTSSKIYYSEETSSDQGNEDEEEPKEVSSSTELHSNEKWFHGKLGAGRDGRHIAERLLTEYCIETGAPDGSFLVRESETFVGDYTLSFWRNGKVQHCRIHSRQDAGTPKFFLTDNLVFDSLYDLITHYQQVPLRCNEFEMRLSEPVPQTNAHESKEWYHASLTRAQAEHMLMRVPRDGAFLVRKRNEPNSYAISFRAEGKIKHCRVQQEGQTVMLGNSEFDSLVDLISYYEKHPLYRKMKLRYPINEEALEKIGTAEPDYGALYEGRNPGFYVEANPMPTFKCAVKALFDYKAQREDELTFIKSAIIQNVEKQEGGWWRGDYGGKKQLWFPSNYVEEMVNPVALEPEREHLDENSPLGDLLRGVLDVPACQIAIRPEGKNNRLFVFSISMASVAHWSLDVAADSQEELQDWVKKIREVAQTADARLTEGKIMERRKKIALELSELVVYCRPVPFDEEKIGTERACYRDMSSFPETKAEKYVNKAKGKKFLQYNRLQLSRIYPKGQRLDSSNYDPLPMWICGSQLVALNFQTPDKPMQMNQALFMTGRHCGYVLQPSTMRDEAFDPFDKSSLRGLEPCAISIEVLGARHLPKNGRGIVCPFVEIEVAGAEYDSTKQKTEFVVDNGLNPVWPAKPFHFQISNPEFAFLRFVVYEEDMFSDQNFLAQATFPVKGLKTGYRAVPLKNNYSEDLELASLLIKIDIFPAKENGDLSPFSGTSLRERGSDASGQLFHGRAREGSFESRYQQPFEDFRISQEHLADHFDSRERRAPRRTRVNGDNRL
* marks the source's active call; other numbers are inactive results; . = not tested or not shown.

item	molecule	ADAM10 inh	DAX1 inh-1	ssDAF-12 act	sPLA2-III inh	PLCb3 inh	GAA850 FXN act	DAX1 inh-2	hgDAF12 agonist	hcDAF12 agonist	ADAM17 inh	PLCg1 inh
1	CC1CCCC(C)N1CCOc1cc(N)ccc1C#N (centres undefined)	0	-0.8	-1.3	-2	-1	1.5	-0.6	4.7	-2.0	-2	-2
2	O=C(Nc1ccc(NC(=O)c2cccs2)cc1)c1ccccc1	-15	0.4	-0.7	1	3	0.1	0.4	7.5	0.5	-2	3
3	C=C1C(=O)O[C@@H]2[C@H]3O[C@]3(C)CC/C=C(\C)CC[C@@H]12	2	-0.6	-0.8	-5	4	-0.7	2.3	-3.8	-2.3	-1	0
4	Cc1ccc(C(=O)OCC(=O)Nc2ccc(N3CCOCC3)cc2)cc1	2	-1.2	-0.8	5	-1	0.6	0.3	1.3	0.4	-2	-6
5	COc1ccc(CCNC(=O)CSC2=Nc3ccccc3C3=NC(C(C)C)C(=O)N23)cc1OC (centres undefined)	-15	0.0	-1.1	-1	-14	0.7	-0.2	1.7	-0.8	-7	0
6	Cc1[nH]c2ccccc2c1C(=O)C(=O)N1CCN(C)CC1	0	-0.1	-1.5	-4	-4	0.1	0.3	0.3	-1.6	-2	-1
7	CC(=O)N1N=C(c2cccc(NS(C)(=O)=O)c2)CC1c1ccc2c(c1)OCO2 (centres undefined)	-2	1.0	-0.9	0	-13	3.1	-0.5	3.6	-2.0	-7	-8
8	O=C1O[C@@H](c2ccccc2)C[C@@H](O)[C@H](O)CCCc2ccccc21	-4	.	-1.1	0	-1	.	0.4	1.1	0.2	-1	-3
9	CCOc1cc(CNCCc2ccc(S(N)(=O)=O)cc2)ccc1OCc1ccccc1	6	-0.9	-1.4	-18	5	-2.3	-0.3	-1.8	-2.1	1	8
10	Cc1ccc(CN2CC(N3CCN(CCO)CC3)CS2(=O)=O)cc1 (centres undefined)	-3	.	-1.1	2	1	.	0.1	0.5	0.6	-4	1
11	Cc1ccc(C)n1-c1nn(S(=O)(=O)c2cccc(C(F)(F)F)c2)c2cccc(F)c12	-12	.	-0.7	3	-1	1.0	-0.3	-1.2	-0.2	-2	4
12	COc1ccc([C@H]2CC(=O)C[C@@H](CCn3cccn3)O2)cc1	-4	.	-1.4	2	2	.	-0.4	-0.6	-0.2	-2	-2
13	CCOC(=O)N1CCN(C(=O)CN(Cc2ccccc2)S(=O)(=O)c2ccc(OC)c(Cl)c2)CC1	6	-0.8	-0.8	-14	0	0.0	-0.8	-1.0	-2.4	-1	1
14	CC(OC(=O)/C(C#N)=C/c1ccco1)C(=O)N(C)c1ccccc1 (centres undefined)	-8	0.0	2.5*	-5	-4	1.8	-0.5	1.9	1.2	2	-1
15	C[n+]1c(-c2ccccc2)cc2c(=Cc3ccccc3)c3ccccc3n21	-181	-0.7	-1.4	19	-196	-8.0	-2.5	-2.8	-0.8	-48	-138

Excerpt: entries 2 to 3
item	molecule	ADAM10 inh	DAX1 inh-1	ssDAF-12 act	sPLA2-III inh	PLCb3 inh	GAA850 FXN act	DAX1 inh-2	hgDAF12 agonist	hcDAF12 agonist	ADAM17 inh	PLCg1 inh
2	O=C(Nc1ccc(NC(=O)c2cccs2)cc1)c1ccccc1	-15	0.4	-0.7	1	3	0.1	0.4	7.5	0.5	-2	3
3	C=C1C(=O)O[C@@H]2[C@H]3O[C@]3(C)CC/C=C(\C)CC[C@@H]12	2	-0.6	-0.8	-5	4	-0.7	2.3	-3.8	-2.3	-1	0

The list goes on:
item	molecule	ADAM10 inh	DAX1 inh-1	ssDAF-12 act	sPLA2-III inh	PLCb3 inh	GAA850 FXN act	DAX1 inh-2	hgDAF12 agonist	hcDAF12 agonist	ADAM17 inh	PLCg1 inh
16	COc1ccc(C2=Nc3ccccc3NC(=O)C2N(C(=O)c2ccnc3ccccc23)c2ccccc2)cc1 (centres undefined)	33*	.	-0.8	-6	-12	.	-1.1	1.0	1.2	17*	-8
17	COc1cc(C)ccc1OCCCOc1ccccc1Br	10	1.1	-0.9	-2	-4	2.6	1.5	4.3	-0.6	0	1
18	CN(C(=O)CSc1nc(N)cc(=O)[nH]1)C1CCCCC1	-10	0.7	-1.0	6	0	0.7	-0.6	0.9	-0.1	-4	2
19	CCN(CC)S(=O)(=O)c1ccc(C(=O)NCc2cccs2)cc1	1	-0.9	-1.3	-7	2	-0.1	-0.4	-0.4	-0.2	-2	1
20	Nc1ncnc2c1ncn2[C@@H]1O[C@H](CNCc2ccc(OCC(=O)Nc3ccccn3)cc2)[C@@H](O)[C@H]1O	-7	-1.4	-1.8	6	-1	-3.0	-3.2	-4.2	-1.6	-2	0
21	O=C(Nc1ccc(F)cc1)C1CCN(C(=O)c2ccc([N+](=O)[O-])cc2)CC1	6	-2.0	-1.5	-3	6	0.8	-0.5	2.9	-1.0	-1	1
22	O=C(c1cnn2c(C(F)F)cc(-c3ccccc3)nc12)N1CCc2ccccc21	5	0.3	-0.8	0	-1	1.9	-0.3	4.1	0.1	0	0
23	COc1ccc(NS(=O)(=O)c2ccc3c(c2)NC(=O)C(C)S3)cc1 (centres undefined)	13	-0.8	-1.4	-22	-7	-0.5	-0.8	0.7	-1.7	2	-1
24	CCC(C)(NC(=O)c1ccc(=O)[nH]c1)C(=O)NC1CCCC1 (centres undefined)	-4	-0.9	-1.1	-2	2	0.0	-0.4	-2.1	-0.8	-2	3
25	CC1Cc2ccccc2N1C(=O)CSc1nc2cc3c(cc2cc1C#N)OCO3 (centres undefined)	-9	-0.6	-0.9	-2	-6	0.1	-0.3	1.8	-0.9	-5	-8
26	OCC[C@H]1C[C@@H](O)[C@H](O)[C@@]2(Cc3ccccc3O2)O1	5	0.5	-1.0	4	-2	1.4	0.1	2.2	0.3	-3	-4
27	CC1CC(=O)N(c2ccc(NCc3ccccc3Cl)c([N+](=O)[O-])c2)C1=O (centres undefined)	-8	-1.1	-1.4	7	2	1.2	-0.1	-1.9	-1.5	-3	0
28	Cc1ccc2nc(-c3ccc(NC(=O)CCS(=O)(=O)c4ccccc4)cc3)sc2c1	-240	-4.6	1.5*	-12	-43	-3.2	0.9	18*	8.9*	-65	-31
29	CCOC(=O)c1[nH]c(C)c(C(=O)N2CCOCC2)c1C	-10	0.0	-0.4	4	-32	0.2	0.2	-2.9	-0.9	-4	1
30	O=C1CC2(CCN(C(=O)c3ccc([N+](=O)[O-])cc3)CC2)Oc2ccccc21	-15	-0.1	-0.7	4	-8	-2.0	0.4	1.1	-0.5	-1	0

Record cards, as listed above. Order of values: ADAM10 inh	DAX1 inh-1	ssDAF-12 act	sPLA2-III inh	PLCb3 inh	GAA850 FXN act	DAX1 inh-2	hgDAF12 agonist	hcDAF12 agonist	ADAM17 inh	PLCg1 inh
COc1ccc(NS(=O)(=O)c2ccc3c(c2)NC(=O)C(C)S3)cc1 (centres undefined) as listed: 13	-0.8	-1.4	-22	-7	-0.5	-0.8	0.7	-1.7	2	-1
OCC[C@H]1C[C@@H](O)[C@H](O)[C@@]2(Cc3ccccc3O2)O1 as listed: 5	0.5	-1.0	4	-2	1.4	0.1	2.2	0.3	-3	-4
COc1ccc(C2=Nc3ccccc3NC(=O)C2N(C(=O)c2ccnc3ccccc23)c2ccccc2)cc1 (centres undefined) as listed: 33*	.	-0.8	-6	-12	.	-1.1	1.0	1.2	17*	-8

(more compounds)
item	molecule	ADAM10 inh	DAX1 inh-1	ssDAF-12 act	sPLA2-III inh	PLCb3 inh	GAA850 FXN act	DAX1 inh-2	hgDAF12 agonist	hcDAF12 agonist	ADAM17 inh	PLCg1 inh
31	CCN(C(=O)COC(=O)CCOc1ccc(C(C)(C)C)cc1)c1c(N)n(Cc2ccccc2)c(=O)[nH]c1=O	-6	1.2	-1.0	12	-6	1.4	1.4	0.2	-1.7	-1	3
32	COc1ccc(Cc2nnc(NC(=O)C3CCCO3)s2)cc1 (centres undefined)	-2	0.1	-1.1	-4	2	1.5	0.3	2.6	0.6	-4	-2
33	COc1ccc(CN(C)CC(=O)Nc2c(C)cccc2C)c(OC)c1	8	-1.0	-2.0	2	4	1.7	-0.9	-4.1	-1.0	-5	4
34	Cc1cccc(OCC(O)Cn2c(=N)n(CCN3CCOCC3)c3ccccc32)c1 (centres undefined)	-1	0.3	-0.8	7	4	-3.5	0.7	0.8	-0.7	-3	0
35	O=C(Cn1[nH]c(=O)c2ccccc2c1=O)OCC(=O)c1ccc(F)c(F)c1	-9	-0.1	-1.3	5	-6	2.0	1.9	-1.9	-0.6	-4	-2
36	O=C(COC(=O)c1n[nH]c2ccccc12)NCCc1ccc(Cl)cc1	-9	-0.4	-1.1	-12	-11	1.4	-1.5	0.6	2.1	-1	2
37	COC(=O)C1CN(Cc2ccc(C)cc2)CCS(=O)(=O)N1Cc1cn(Cc2ccc(OC)cc2)nn1 (centres undefined)	7	.	-0.8	0	6	.	-0.5	-3.1	-0.2	3	3
38	COc1cccc(CNC(=O)C2CCCN(S(=O)(=O)c3ccc4c(c3)C(C)(C)C(=O)N4C)C2)c1 (centres undefined)	-9	-1.1	-0.6	-2	1	-0.6	-0.1	-0.2	-1.5	0	3
39	O=C(CNC(=O)c1ccccc1)N=Nc1c(O)[nH]c2ccc(Br)cc12	-1	-0.6	-0.3	-6	-8	1.2	-0.2	2.0	-2.3	0	0
40	CCN(CC)C(=O)c1nc[nH]c1C(=O)O[C@@H](C)c1ccccc1	4	0.2	-1.7	-5	5	-1.8	0.4	-1.5	0.7	2	4
41	CCOc1ccc(C(=O)Nc2ccc(NC(=O)c3ccco3)c(Cl)c2)cc1Br	2	-0.6	-1.2	-2	11	12*	0.4	-4.4	-1.4	-2	3
42	CCN(Cc1nc(-c2ccc(OC)cc2)no1)C(=O)c1ccoc1C	2	-0.1	-1.5	-9	0	2.6	-0.3	-3.0	0.7	4	1
43	COc1ccc(CCNC(=O)C2CCN(C(=O)c3ccc(C(C)(C)C)cc3)CC2)cc1	5	1.0	-1.7	-5	-10	0.6	-0.5	-1.9	-1.9	-4	2
44	Cc1ccc(S(=O)(=O)N(CC(=O)O)Cc2ccccc2F)cc1	-1	0.5	-0.9	3	1	1.9	-0.2	0.9	-1.9	-1	2
45	O=P(c1ccccc1)(c1ccccc1)C(O)c1ccccn1 (centres undefined)	1	.	1.2*	2	-3	0.8	-0.3	1.3	-1.4	0	7
